A-T KAP1 phos: qHTS Assay for Identifying a Potential Treatment of Ataxia-Telangiectasia; […] A-T fibroblasts, KAP-1 phosphorylation AlphaLISA; neocarzinostatin DNA damage 30 min before lysis; Potency, µM (top dose mostly 57.5 µM), without a hit: at the top dose activation, most hits filed as activators; 320,000 compounds, 0.19% hits; AID 485349, 2010; note: potency is the fitted concentration of half-maximal effect; % of control where 0% means no effect; nearly all actives have a fitted effect of over 45% in size
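ATM-like activity read as KAP-1 phosphorylation via AlphaLISA donor/acceptor antibody pairs after lysis and 6 hr at 25C. Cells were ATM-null patient fibroblasts ([…], hTERT), dosed 60 min, then exposed to the DSB inducer NCS for 30 min.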
TCR act: Activators of T cell receptors: qHTS campaign. 330,000 tested, under 10 active. AID 504894, 2011. primary human leukocytes, anti-CD3, IL-2 HTRF, 48 h. Potency, µM (highest dose often 9.22 µM), without a hit: top-dose activation of IL-2 secretion, hits mostly activators; note: % of control where 0% means no effect
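IL-2 produced over 48 hr by a-CD3 bead-stimulated primary human leukocytes exposed to compounds was detected with a homogeneous time-resolved FRET immunoassay, 665nm acceptor signal after 320nm excitation.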
KCNH2 WT inh: qHTS for Inhibitors of KCHN2 3.1: Wildtype qHTS. Voltage-gated inwardly rectifying potassium channel KCNH2 (Homo sapiens), Q12809. U2OS, BacMam KCNH2, thallium flux FluxOr; hits give low values. activity change, % at 1.84 µM. 340,000 compounds, 0.37% hits;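 active = maximum activity change below -70%; inconclusive = maximum activity change between -70% and -50%; inactive = maximum activity change above -50%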; note: % is set by controls: 0 for no effect and ±100 for the full control effect
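U2OS cells transduced with wild-type KCNH2 virus are loaded with FluxOr dye for 45 min, and thallium flux is measured in kinetic reads before and after stimulation buffer. Rate constants are normalized to DMSO controls.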
USP2a inh: qHTS Assay for Inhibitors of Ubiquitin-specific Protease USP2a Using CHOP2 as the Reporter. Potency, µM (series often up to 38.3 µM), for inactives: at the highest dose activity change, negative = inhibition, hits mostly inhibitors. USP2 core, Ub-CHOP2 coupled fluorogenic reporter, 485/531. Ubiquitin carboxyl-terminal hydrolase 2 (Homo sapiens), O75604. 330,000 compounds, 0.01% hits;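 note: potency is the fitted concentration of half-maximal effect; plate controls were DMSO wells for no effect and full inhibition by NEM control for full effect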
Target sequence (O75604 whole entry, looked up): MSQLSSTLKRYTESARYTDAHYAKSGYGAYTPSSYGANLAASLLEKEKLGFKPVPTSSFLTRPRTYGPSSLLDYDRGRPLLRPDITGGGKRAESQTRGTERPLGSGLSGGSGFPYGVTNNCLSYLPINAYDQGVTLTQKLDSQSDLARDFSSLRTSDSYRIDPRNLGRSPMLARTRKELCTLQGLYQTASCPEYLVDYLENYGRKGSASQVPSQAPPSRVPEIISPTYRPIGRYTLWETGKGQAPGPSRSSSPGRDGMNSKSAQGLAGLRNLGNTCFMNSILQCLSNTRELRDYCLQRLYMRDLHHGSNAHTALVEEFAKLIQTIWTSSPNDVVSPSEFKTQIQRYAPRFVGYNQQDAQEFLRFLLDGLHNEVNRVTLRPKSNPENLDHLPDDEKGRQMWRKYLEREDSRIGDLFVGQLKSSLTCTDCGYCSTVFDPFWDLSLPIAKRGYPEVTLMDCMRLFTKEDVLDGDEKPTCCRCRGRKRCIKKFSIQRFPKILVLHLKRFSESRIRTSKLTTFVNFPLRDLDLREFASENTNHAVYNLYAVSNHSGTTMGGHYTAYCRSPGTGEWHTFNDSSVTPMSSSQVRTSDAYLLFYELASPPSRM
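USP2 core (10nM final) preincubated 30min RT with compound in 20mM Tris-HCl pH 8.0, 2mM CaCl2, 2mM beta-mercaptoethanol, 0.05% CHAPS; 25nM Ub-CHOP2 plus 25nM reporter substrate added, fluorescence (Ex485/Em531) read after 60min.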
TRPV1 ag: HTS Assay for Compounds that Act as Agonists of the Vanilloid Receptor 1. Transient receptor potential cation channel subfamily V member 1 (Homo sapiens), Q8NER1. TRPV1-expressing cells, Fluo-8 calcium influx, agonist mode. activation, % at 8.33 µM. 320,000 compounds, 0.19% hits; in the data active = activation above about 80%; inconclusive = between about 30% and that limit; note: 0% is about no effect
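TRPV1-expressing cells were cultured overnight at 35.5C and loaded with Fluo-8 calcium dye for 40 to 90 min at room temperature. After a 10 s baseline, compound was added and calcium influx was read kinetically for 3 min (ex 480/em 520 nm).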
ELG1 DNA repair: qHTS screen for small molecules that inhibit ELG1-dependent DNA repair in human embryonic kidney (HEK293T) cells expressing luciferase-tagged ELG1. 330,000 compounds, 2.3% hits. Potency, µM (highest dose often 46.1 µM), inactives show at the top dose activity change, negative = inhibition, hits mostly inhibitors. HEK293T ELG1-luciferase reporter, luminescence, 16 h; DNA damage induced by 5-fluorouridine; note: potency is the fitted concentration of half-maximal effect; % is set by controls: 0 for no effect and ±100 for the full control effect; nearly all actives have a fitted effect of over 55% in size
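Luminescence from the luciferase reporter, measured 30 min after ONE-Glo reagent at room temperature, was the read-out. Beforehand, 2,000 cells per well were exposed for 16 hr at 37 °C to 5-fluorouridine together with compound or vehicle.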
KCNH2 3.1 inh: qHTS for Inhibitors of KCHN2 3.1: Mutant qHTS | activity change, % (tested at about 1.8 µM) | 340,000 compounds, 0.95% hits | Potassium voltage-gated channel subfamily H member 2, brain isoform KCNH2 3.1 (human) | U2OS KCNH2 3.1, thallium flux FluxOr; hits give low values;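 active = maximum activity change below -70%; inconclusive = maximum activity change from -70% to -50%; inactive = maximum activity change above -50%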;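 note: thallium influx rate constant from kinetic fluorescence after stimulation buffer; % is set by controls: 0 for no effect and ±100 for the full control effect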
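Kinetic fluorescence (2 min after stimulation buffer) measures Tl+ influx through KCNH2 3.1 expressed by viral transduction in U2OS cells; the rate constant is normalized against DMSO controls serving as positive and negative references.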
Eya2 phos inh: qHTS Assay for Inhibitors of the Phosphatase Activity of Eya2; recombinant Eya2, OMFP fluorescence dephosphorylation (OMFP is methylfluorescein phosphate); Potency, µM (series often up to 76.9 µM), inactives show at the highest dose activity, negative = inhibition, most hits filed as inhibitors; 330,000 compounds, 0.006% hits; note: potency is the fitted concentration of half-maximal effect; % is set by controls: 0 for no effect and ±100 for the full control effect
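Eya2 (0.2 uM) preincubated 10 min at ambient with compound, then OMFP substrate added at 50 uM; 10 min reaction in 50 mM HEPES pH 7.5, 50 mM NaCl, 5 uM MgCl2, 0.05% BSA, 1 mM DTT. Fluorescence read at Ex 485/Em 525 nm.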
TSHR antag: Antagonists of the Thyroid Stimulating Hormone Receptor: HTS campaign. TSHR-expressing cells, TSH-stimulated cAMP HTRF, 2 h; hits give low values. Thyrotropin receptor (Homo sapiens), P16473. AID 504810, 2011. activity change, negative = inhibition, % at 11.5 µM. 330,000 compounds, 0.2% hits;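 active = activity change below a set negative limit, meaning inhibition stronger than a set level, cut at about -70% in these data; inconclusive = activity change between two set negative limits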; note: % is set by controls: 0 for no effect and ±100 for the full control effect
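TSHR-expressing cells, 200/well, pre-treated with compound, then stimulated with EC80 TSH (4nM final) for 2 hours at 37 deg C. cAMP measured by competitive HTRF: anti-cAMP cryptate antibody in lysis buffer plus cAMP-d2, read after 30 minutes at room temperature.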
Mito fusion yeast: qHTS Assay for Small Molecule Inhibitors of Mitochondrial Division or Activators of Mitochondrial Fusion; S. cerevisiae fusion-defective mutant growth rescue, CellTiterGlo 48 h; Potency, µM (titrated, usually from 46.1 µM), inactives show at the top dose growth rescue (activation), most hits filed as activators; 320,000 compounds, 0.23% hits; AID 485298, 2010;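 note: potency is the fitted concentration of half-maximal effect; % of control where 0% means no effect; nearly all actives have a fitted effect of over 45% in size; temperature-sensitive fusion mutants such as fzo1-1 at 37 °C on non-fermentable ethanol glycerol medium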
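Temperature-sensitive fusion-defective S. cerevisiae (e.g. fzo1-1, mgm1-5) were grown with compound in YPEG medium (3% ethanol, 3% glycerol) for 48 hours at 37C. Growth rescue was measured as viability by CellTiterGlo luminescence after 10 minutes at ambient.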
* = called active by the depositor; ? = inconclusive; · = no result given; [ ] = another dose, or the depositor's remark. Unless noted, calls come from the whole dose curve; as a rule, active = well fitted curve in the direction sought with a large enough effect; inconclusive = small, poorly fitted or top-dose-only effect, or another doubt; inactive = no such curve, though single readings can be large; an effect the other way counts as inactive or inconclusive.

no.	SMILES	A-T KAP1 phos	TCR act	KCNH2 WT inh	USP2a inh	TRPV1 ag	ELG1 DNA repair	KCNH2 3.1 inh	Eya2 phos inh	TSHR antag	Mito fusion yeast
1	O=C(CN1C(=O)N/C(=C\c2ccccc2OCc2ccc(C(=O)O)cc2)C1=O)Nc1ccc(F)cc1	8%	-8%	12	1%	-4	10%	-3	-6%	-12	4%
2	CCc1ccc(NC(=O)C2CCCN2c2nn3c(=O)cc(C)nc3s2)cc1 (stereo not drawn)	23%	6%	3	2%	-3	11%	-15	18%	-4	4%
3	CS(=O)(=O)N1CCN(c2ccc(NC(=O)Cc3ccccc3)cc2)CC1	3%	10%	18	7%	-3	?	15	1%	-21	5%
4	Cc1ccc2c(c1)-c1c(ssc1=S)C(C)(C)N2C(=O)CSc1nncn1C	-5%	-1%	-1	3%	8	-13%	12	17%	-1	2%
5	CCC1Oc2ccc(C)cc2N(CC(=O)NCc2cccs2)C1=O (stereo not drawn)	0%	-2%	-9	-1%	30	-11%	-2	1%	-1	0%
6	COc1ccc(/C=C2\CCC(C3CCCC3)C2=O)cc1 (stereo not drawn)	-4%	5%	-8	1%	4	?	-9	7%	7	1%
7	COc1ccc2[nH]c(=O)c(CN(CC3CCCO3)S(=O)(=O)c3ccccc3)cc2c1 (stereo not drawn)	3%	-8%	-6	1%	8	?	-5	-5%	-4	9%
8	Cc1cc(C(=O)N2CCN(c3cccc(Cl)c3)CC2)c(C)o1	·	-1%	3	1%	?	?	-5	-4%	11	2%
9	Cc1ccc(CC(=O)NCC2CCCCC2)cc1	8%	1%	10	2%	?	?	4	0%	-1	2%
10	O=C(CSc1ncn[nH]1)NNC(=O)c1ccccc1	-1%	8%	-2	4%	-2	11%	7	-1%	5	-3%
11	COc1ccccc1NC(=O)C(C)OC(=O)CCCN=C1NS(=O)(=O)c2ccccc21 (stereo not drawn)	3%	1%	8	1%	-1	1%	10	-16%	11	-1%
12	Cc1nn(C)c(C)c1S(=O)(=O)NC1CCCC1	2%	-1%	2	-1%	-2	0%	6	-16%	-1	1%
13	O=C(NCC(=O)N1CCN(C(=O)c2ccccc2)CC1)c1ccc(Cl)cc1Cl	6%	-2%	12	-1%	-6	6%	3	22%	20	-1%
14	O=C(NN1c2ccccc2CCc2ccccc21)c1ccccc1Br	-4%	-2%	-4	2%	4	-3%	1	-21%	10	5%
15	CC(=O)Nc1ccc(C(=O)NNC(=O)c2ccc(Cl)cc2)cc1	0%	-1%	7	-1%	10	25%	1	0%	-8	5%
16	CN(C)CCN(C(=O)c1ccc(C(=O)c2ccccc2)cc1)c1nc2cc3c(cc2s1)OCO3	-12%	-2%	13	0%	0	4%	10	3%	-6	-1%
17	Cn1cc(CNC(=O)CC2C(=O)NCCN2CC(C)(C)C)cn1 (stereo not drawn)	1%	-4%	15	1%	0	11%	-3	-10%	0	-3%
18	Cc1cc(C)c2c(N)c(C(=O)Nc3ccc([N+](=O)[O-])cc3)sc2n1	-17%	-3%	-1	1%	-4	?	-1	-4%	-6	6%
19	CCCCNc1nc2ccccc2nc1NS(=O)(=O)c1cccs1	3%	7%	-1	?	0	-22%	6	22%	0	14%
20	CN(CC(=O)Nc1cccc(F)c1)CC(=O)N1CCCCC1	0%	-4%	-3	0%	8	0%	-28	18%	12	0%
21	NC(=O)C1CCN(C(=O)COc2ccc3c(c2)oc(=O)c2ccccc23)CC1	-9%	1%	6	2%	-1	2%	-2	1%	0	1%
22	O=C(COC(=O)c1cnccn1)Nc1cccc2ccccc12	6%	-6%	-4	0%	0	3%	-7	19%	-3	-3%
23	CCOC(=O)c1c(C)[nH]c(C)c1C(=O)COC(=O)c1c(OC)cccc1OC	·	2%[46.1 µM]	-4	-4%	1	-19%	9	10%	28	12%
24	O=C(CN1CCOCC1)NNC(=O)c1ccc([N+](=O)[O-])cc1	3%	1%	22	5%	2	6%	0	3%	1	-7%

Six entries from above, ordered by length of the SMILES, rising.
no.	SMILES	A-T KAP1 phos	TCR act	KCNH2 WT inh	USP2a inh	TRPV1 ag	ELG1 DNA repair	KCNH2 3.1 inh	Eya2 phos inh	TSHR antag	Mito fusion yeast
22	O=C(COC(=O)c1cnccn1)Nc1cccc2ccccc12	6%	-6%	-4	0%	0	3%	-7	19%	-3	-3%
19	CCCCNc1nc2ccccc2nc1NS(=O)(=O)c1cccs1	3%	7%	-1	?	0	-22%	6	22%	0	14%
14	O=C(NN1c2ccccc2CCc2ccccc21)c1ccccc1Br	-4%	-2%	-4	2%	4	-3%	1	-21%	10	5%
24	O=C(CN1CCOCC1)NNC(=O)c1ccc([N+](=O)[O-])cc1	3%	1%	22	5%	2	6%	0	3%	1	-7%
21	NC(=O)C1CCN(C(=O)COc2ccc3c(c2)oc(=O)c2ccccc23)CC1	-9%	1%	6	2%	-1	2%	-2	1%	0	1%
23	CCOC(=O)c1c(C)[nH]c(C)c1C(=O)COC(=O)c1c(OC)cccc1OC	·	2%[46.1 µM]	-4	-4%	1	-19%	9	10%	28	12%

The results go on.
no.	SMILES	A-T KAP1 phos	TCR act	KCNH2 WT inh	USP2a inh	TRPV1 ag	ELG1 DNA repair	KCNH2 3.1 inh	Eya2 phos inh	TSHR antag	Mito fusion yeast
25	CCOc1ccccc1CNC(=O)c1nn(CC)cc1[N+](=O)[O-]	0%	-8%[46.1 µM]	-5	3%	1	-5%	-3	0%	1	-3%
26	CCC(=O)N1CCC2(CC1)Oc1ccc(F)cc1C(=O)C21CC(c2ccccc2)=NO1 (stereo not drawn)	0%	8%	0	7%	26	-4%	7	2%	16	28%
27	CCCC1CC(C)(/C(C)=N\NC(N)=S)OC1=O (stereo not drawn)	0%[11.5 µM]	-3%	0	0%	-1	-1%	-18	5%	10	3%
28	Cc1ccc2nc(NC(=O)CSc3nnc(C)c(=O)n3N)sc2c1	0%	0%[46.1 µM]	-1	2%	-3	?	-9	-12%	19	0%
29	O=C(CSc1ncccc1C(=O)O)NC1CCCCCCC1	1%	1%	-3	2%	0	8%	-79*	7%	0	-5%
30	N#CC1=C(N)C(C#N)(C#N)[C@H](c2cccnc2)[C@H]2CN(C(=O)OCc3ccccc3)CC=C12	-11%	-2%	-11	-1%	0	?	26	-4%	-23	0%
31	CCCOc1ccc(/C=C/C(=O)NCc2ccccc2)cc1	2%	1%[46.1 µM]	-29	4%	?	1%	-31	-1%	-2	-33%[inhibitor]
32	COc1ccc(N2CCN(C(=S)Nc3cc(C)cc(C)c3)CC2)cc1	-7%	0%	-17	2%	·	14%	33	1%	7	-10%
33	Cc1ccc(S(=O)(=O)N(C)C)cc1-n1c(SCC(=O)Nc2ccc(F)cc2)nc2ccccc2c1=O	-6%	-8%[46.1 µM]	20	-2%	-2	?	11	0%	17	-2%
34	O=C(c1cscn1)N1CCCC(N2CCN(c3ccc(F)cc3)CC2)C1 (stereo not drawn)	6%	1%	6	3%	-1	1%	-3	-8%	5	-1%
35	COc1ccc(-c2noc(=O)n2Cc2ccccc2F)cc1	2%	5%	6	-2%	2	-1%	-5	6%	8	2%
36	O=C(CSc1nnc(-c2cccnc2)o1)c1cc2ccccc2oc1=O	5%	1%	-1	-1%	·	2%	0	8%	-1	2%
37	O=C(COC(=O)c1ccc(O)cc1O)c1ccc2c(c1)OCO2	17%	5%	-4	-1%	4	2%	-9	-4%	-10	0%
38	O=C(CCc1nc2ccccc2c(=O)[nH]1)N1CCN(S(=O)(=O)c2cccc(F)c2)CC1	4%	-1%	6	0%	-2	3%	-2	10%	-12	0%
39	CC(C)NC(=O)C(=O)Nc1cc2c3c(c1)C(C)C(=O)N3CCC2 (stereo not drawn)	6%	-2%	8	-2%	2	?	2	-18%	14	5%
40	O=C(c1cc2cc(Br)ccc2o1)N1CCN(c2ccccc2)CC1	13%	-1%	-10	-8%	15	?	-1	-3%	-25	-1%

Screens (PubChem BioAssay)

An excerpt, so the mix of outcomes need not match the whole.
